# UBC13 polyUb = UBC13 polyubiquitin chain formation inhibitors, primary screen, biochemical, TR-FRET, uHTS | Ubiquitin-conjugating enzyme E2 N (Homo sapiens), P61088 | inhibition, % at 20 µM | 330,000 tested, 0.47% active | AID 485273, 2010; in the data active = inhibition above about 45%, passing the limit was not always enough; inconclusive = no clear call, values can overlap the other calls
# Target sequence (P61088 whole entry, looked up): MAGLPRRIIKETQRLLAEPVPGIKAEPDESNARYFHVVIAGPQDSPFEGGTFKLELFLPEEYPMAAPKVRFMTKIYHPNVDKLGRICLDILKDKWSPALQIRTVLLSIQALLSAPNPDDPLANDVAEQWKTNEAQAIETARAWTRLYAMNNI
# SENP1 inh = human SENP1 catalytic domain inhibitors, primary screen, biochemical, FRET, uHTS; Sentrin-specific protease 1 (Homo sapiens), Q9P0U3; recombinant SENP1 catalytic domain, CyPet-SUMO1-YPet FRET cleavage; inhibition, % at 10 µM; 360,000 tested, 0.21% active; AID 624204, 2012;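 active = inhibition at least 30% at 10 µM, raw YFP signal under a set limit, fluorescence ratio 0.5 to 1.5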;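 also: 0% = enzyme with DMSO and 100% = no enzyme wells; some results filed as inactive read as strong as hits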
#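 Material – human SENP1 catalytic domain · Input – SENP1 enzyme, 20 pM final · Compound dosing – single concentration of 10 µM compound, 0.5% DMSO final · Timing – enzyme reaction for 50 min at room temperature, dark · Measured by – FRET fluorescence in CFP and YFP emission channels · Control set – no-enzyme wells low, DMSO-plus-enzyme wells high control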
# PfGluPho inh = PfG6PD enzyme inhibitors, primary screen, biochemical, fluorescence intensity, uHTS; PfGluPho enzyme, NADPH resazurin-diaphorase fluorescence; inhibition, % at 20 µM; glucose-6-phosphate dehydrogenase-6-phosphogluconolactonase (Plasmodium falciparum 3D7); 350,000 tested, 0.78% active;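 active = inhibition reaching at least a set limit at 20 µM in the primary screen, cut at about 59% in these data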;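 also: 0% = DMSO wells with substrate and 100% = DMSO wells lacking glucose-6-phosphate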
# SENP8 block-1 = SENP8 protease inhibitors, primary screen, biochemical, luminescence | purified SENP8, Z-RLRGG-aminoluciferin cleavage | inhibition, % at 10 µM | 330,000 tested, 1.2% active | AID 2540, 2010; in the data active = inhibition above about 50%
# SENP7 inh = SENP7 protease inhibitors, primary screen, biochemical, luminescence, uHTS | AID 434973, 2010 | 330,000 tested, 1.5% active | recombinant SENP7, Z-RLRGG-aminoluciferin luminescence, 40 min | inhibition, % at 5 µM | Sentrin-specific protease 7 (Homo sapiens), Q9BQF6;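 active = inhibition above about 50% at the single test dose, limit read from the data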;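 also: plate controls were DMSO with enzyme for no effect and no enzyme buffer wells for full effect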
# HKDC1 inhibitor = HKDC1 hexokinase inhibitors, primary screen, biochemical, fluorescence, uHTS; 340,000 tested, 0.16% active; Q2TB90; recombinant HKDC1, G6PDH/diaphorase resazurin coupled fluorescence; AID 493160, 2011; inhibition, % at 20 µM;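 active = inhibition above about 35% when tested at 20 µM, limit read from the data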;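 also: plate controls were DMSO wells with enzyme for no effect and DMSO wells lacking enzyme for full effect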
# Target sequence (Q2TB90 whole entry, looked up): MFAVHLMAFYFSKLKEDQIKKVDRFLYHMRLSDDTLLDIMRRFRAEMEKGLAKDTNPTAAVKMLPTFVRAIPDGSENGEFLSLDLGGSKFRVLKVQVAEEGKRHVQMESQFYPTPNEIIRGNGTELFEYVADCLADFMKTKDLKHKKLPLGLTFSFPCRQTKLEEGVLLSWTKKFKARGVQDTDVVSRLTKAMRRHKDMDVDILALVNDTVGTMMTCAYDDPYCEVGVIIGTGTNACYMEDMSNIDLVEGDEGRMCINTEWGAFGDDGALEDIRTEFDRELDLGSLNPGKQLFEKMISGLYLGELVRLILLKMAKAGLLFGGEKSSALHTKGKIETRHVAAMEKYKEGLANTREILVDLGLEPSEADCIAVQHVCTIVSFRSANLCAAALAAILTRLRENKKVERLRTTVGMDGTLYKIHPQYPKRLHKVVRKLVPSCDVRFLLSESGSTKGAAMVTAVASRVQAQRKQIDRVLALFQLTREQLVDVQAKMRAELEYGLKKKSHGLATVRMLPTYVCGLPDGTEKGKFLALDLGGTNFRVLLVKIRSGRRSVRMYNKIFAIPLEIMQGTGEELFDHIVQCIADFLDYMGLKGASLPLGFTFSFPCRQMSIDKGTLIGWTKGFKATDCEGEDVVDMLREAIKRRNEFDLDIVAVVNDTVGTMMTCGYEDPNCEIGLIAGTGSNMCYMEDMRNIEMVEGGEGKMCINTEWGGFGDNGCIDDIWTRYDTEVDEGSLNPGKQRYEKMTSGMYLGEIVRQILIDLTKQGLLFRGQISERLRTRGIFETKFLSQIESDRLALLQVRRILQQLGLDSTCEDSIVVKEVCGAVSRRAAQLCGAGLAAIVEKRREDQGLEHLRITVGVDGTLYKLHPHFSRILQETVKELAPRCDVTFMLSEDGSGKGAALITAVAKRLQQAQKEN
#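 Incubation: 90 min at room temperature in dark / Material: recombinant HKDC1 (HK5) hexokinase enzyme, produced in-house / Quantity: enzyme 5 µg/mL final / Compound: one dose of 20 µM, 1% DMSO / Reagent: glucose and ATP substrates / Buffer or medium: Tris pH 8.0 buffer with MgCl2, Tween-20, BSA, BME / Technique: resorufin fluorescence at 613 nm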
# SENP6 block = SENP6 protease inhibitors, primary screen, biochemical, luminescence, uHTS | Sentrin-specific protease 6 (Homo sapiens), Q9GZR1 | Recombinant SENP6 catalytic domain, aminoluciferin luminescence | inhibition, % at 10 µM | 330,000 tested, 1.8% active;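 active = inhibition above about 50% at the single tested dose, limit read from the data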;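 also: plate controls were DMSO wells with enzyme for no effect and DMSO wells lacking enzyme for full effect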
# MIN6 prolif = inducers of MIN6 beta-cell proliferation, primary screen, ATP luminescence, uHTS; MIN6 cells proliferation, ATPlite luminescence, 48 h; cells starved in 0.2% serum; 100% = growth in 10% serum; proliferation, % at 10 µM; 330,000 tested, 0.29% active; AID 2380, 2010;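 active = compounds whose signal lies at least 3.5 SD above the mean of all wells on their plate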;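 also: 0% = DMSO-treated cells in low-serum medium and 100% = 10% serum control; some compounds called inactive have numbers as strong as hits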
# SENP8 block-2 = human SENP8 protease inhibitors, primary screen, biochemical, fluorescence, Nedd8 protein substrate, uHTS; Sentrin-specific protease 8 (Homo sapiens), Q96LD8; recombinant SENP8; inhibition, % at 20 µM; 360,000 tested, 0.64% active; AID 602440, 2012; in the data active = inhibition mostly above about 40%, no sharp cut-off; inactive = mostly below about 27%
# The depositor's hits bear a star; ? = inconclusive; nt = not tested or not shown.
SMILES,UBC13 polyUb,SENP1 inh,PfGluPho inh,SENP8 block-1,SENP7 inh,HKDC1 inhibitor,SENP6 block,MIN6 prolif,SENP8 block-2
Clc1cccc(-c2sc(Nc3ccccc3)n[n+]2-c2ccccc2)c1Cl,26,2,9,7,-3,0,-14,-3,9
O=C(CSc1nnnn1C1CCCCC1)Nc1ccccc1F,-5,1,-7,-11,-10,-6,-4,-1,18
N#Cc1ccc(-c2csc(NC(=O)c3ccc(S(=O)(=O)N4CCc5ccccc5C4)cc3)n2)cc1,4,0,5,3,12,-5,2,0,-46
C/C=C/c1ccc(OCCCCN2CCC(C)CC2)c(OC)c1,-6,-1,-1,-11,-7,-5,-17,-2,14
O=C(NC(=S)Nc1ccccc1O)c1ccc(-c2ccc(Cl)cc2)o1,-21,3,-7,-11,-1,-1,-19,-4,-7
CCN1CCN(CC(=O)Nc2ccccc2)C(=O)C1=O,-5,0,6,6,-5,-3,-5,-3,10
CCC(=O)Nc1cccc(-c2cc3ccccc3oc2=O)c1,-2,1,-5,4,5,1,5,-1,-203
CSCC(=O)NCC1(N(C)Cc2ccccc2)Cc2ccccc2C1,-1,1,1,-10,0,-5,1,2,9
O=C(/C=C/c1ccccc1Cl)c1cccnc1,-1,-1,13,-3,-9,10,-9,-5,17
Cc1cc(=O)n2nc(N3CCCC3C(=O)NCCCN3CCCCC3)sc2n1 (stereo not drawn),4,-2,1,2,5,-4,10,0,16
CCN1CCN(C(=O)c2cc3cc4cc(OC)ccc4nc3s2)CC1,18,-2,5,-4,-9,0,-20,-2,-276
Cc1cc(C)c(C(=O)N(C)C2CCCN(Cc3ccccc3F)C2)o1 (stereo not drawn),3,-4,-5,-6,0,3,2,6,-2
CCN(C(=O)CSc1nc2ccc(OC)cc2[nH]1)C1CCS(=O)(=O)C1 (stereo not drawn),-3,2,-5,1,5,-5,-18,-5,2
COc1ccc(N2CC(C(=O)NCCC3=CCCCC3)CC2=O)cc1 (stereo not drawn),-1,-4,2,-3,-2,2,10,-2,13
CCOc1ccc(NC(=O)CCNS(=O)(=O)c2ccc3c(c2)oc(=O)n3C)cc1,-1,-1,2,-3,3,-3,-11,-1,14
CC(C)Cc1nnc(NC(=O)CSc2nc(=O)cc(N)n2-c2ccccc2)s1,3,2,-17,-5,9,-3,2,-2,18
Cc1cc(C(=O)CSc2nnc(-c3ccccc3F)o2)c(C)n1Cc1cccs1,0,0,29,-2,1,-2,-14,-6,11
CCN(c1ccccc1)S(=O)(=O)c1ccc(OC)c(NC(=O)CCc2nc3ccccc3c(=O)[nH]2)c1,6,0,7,5,-3,-14,-8,-5,-1
Cc1cc(C)c2oc(C(=O)Nc3nnc(C(C)C)s3)cc(=O)c2c1,-16,0,3,0,-9,0,-3,1,18
Cc1ccc(S(=O)(=O)NC(=NC(Cc2ccccc2)C(=O)O)c2ccccc2)cc1 (stereo not drawn),6,-1,6,4,1,-2,-19,0,14
O=c1[nH][nH]c2c(N=Cc3ccccc3O)ccc(F)c12,nt,13,54,nt,nt,38*,nt,nt,47*
C[C@H](CO)N1C[C@H](C)[C@@H](CN(C)S(=O)(=O)c2cccs2)Oc2ccc(NS(=O)(=O)c3ccc(F)cc3)cc2C1=O,-12,1,-6,-13,-5,-3,-11,-1,14
O=C(CSCc1c(Cl)cccc1Cl)Nc1nccs1,2,2,13,-1,11,7,6,-5,10
CCCC(=O)Nc1ccc(-c2cnc(-c3ccc(NC(=O)CCC)cc3)nc2)cc1,-9,4,-17,-9,-1,-6,-4,0,-120
Brc1cc(Br)c2ncnc(N3CCCCC3)c2c1,?,0,-31,23,-4,-4,17,-6,30
NS(=O)(=O)c1ccc(NC(=O)COc2ccc(Cl)cc2)cc1,5,4,3,-8,-5,-2,-77,-5,19
Cc1cc(OCc2nnc(SCC(=O)OC3CCCCC3)o2)ccc1Cl,4,1,1,7,5,1,-1,-4,-12
CCc1nc(CN(C)C(=O)C2CCC(=O)N(Cc3cccc(F)c3)C2)no1 (stereo not drawn),-12,2,6,5,-4,-5,-2,-7,13
COC(=O)[C@@]1(Cc2ccccc2)[C@H]2C(=O)N(Cc3ccccc3)C(=O)[C@H]2[C@H]2CN=C(SCC(=O)c3ccccc3)N21,nt,-1,29,nt,3,-2,nt,nt,-8
O=C(NC1CCN(C(=S)NCCc2ccccc2)CC1)C1CCCCC1,-1,2,2,0,-2,-8,-24,-3,10
COc1cccc(CN(C)C(=O)c2cccc(NC(=O)CC3SC(N4CCCCC4)=NC3=O)c2)c1OC (stereo not drawn),0,-4,1,1,1,1,-13,4,11
COc1ccccc1NC(=O)C1=C(C)NC(=O)NC1c1cc(C)cs1 (stereo not drawn),8,1,-9,-3,4,-5,-7,0,13
Cc1ccc(Oc2nc3c(c(=O)n(C)c(=O)n3C)n2C)cc1C,-4,0,7,-1,5,-7,5,-1,12
O=C(NC1C2CC3CC(C2)CC1C3)C1CC1 (stereo not drawn),8,-1,3,4,1,3,0,2,19
COc1ccc(CCNC(=O)C(=O)NCC2CCCO2)cc1OC (stereo not drawn),8,1,-20,0,-5,-8,0,-1,15
Cc1ccc(C)c(NC(=O)CSc2nc(N)c(NC(=O)c3cccs3)c(=O)[nH]2)c1,nt,3,-12,nt,nt,-6,nt,nt,13
CCn1c(=O)oc2cc(NC(=O)CCl)ccc21,-8,-3,-4,-8,-10,-4,-6,-7,10
O=C(CCN1CCCCC1=O)NC1CCCN(Cc2ccc(Cl)cc2)C1 (stereo not drawn),1,-2,6,5,-3,-1,8,0,0
COCCn1c(Cc2ccccc2)nnc1SCC(=O)NC1CC1,-6,-1,-2,-8,-10,-4,-12,-6,5
COc1ccc(Cc2nnc(NC(=O)c3cccc([N+](=O)[O-])c3C)s2)cc1,-5,-3,-7,-1,1,13,4,-1,-9
CCOc1ccc(NC(=O)C(C)O)c(NS(=O)(=O)c2ccc(CCNC(C)=O)cc2)c1 (stereo not drawn),-2,-1,-13,-9,-9,-6,-14,-1,1
O=c1cc(CN2CCN(c3ccccc3)CC2)c2c(ccc3ccccc32)o1,-12,-6,21,-14,-10,8,1,-5,-118
Brc1ccc([C@H]2CN3CCSC3=N2)cc1,9,-1,2,0,3,-7,-2,3,4
COc1ccc(NS(=O)(=O)c2cccc(C(=O)NNC(=O)c3cccn3C)c2)cc1,7,-1,9,0,7,8,-11,-4,-2
Cc1ccc(N2C(=O)C(Cl)=C(Nc3c(C)n(C)n(-c4ccccc4)c3=O)C2=O)cc1,-4,8,6,0,-9,-3,2,0,20
Cc1ccc(Oc2nnc(-c3cccs3)c3ccccc23)cc1,-2,0,-20,-2,14,7,-3,0,-1
COc1ccccc1/C=C/C(=O)OCC(=O)N1CCCCC1,6,0,16,-10,13,-3,5,2,-182
O=C(COC(=O)CC1CC2CCC1C2)NC(=O)NCc1ccco1 (stereo not drawn),3,0,-7,-5,7,1,-2,-1,5
O=c1cc(O)c2ccccc2n1Cc1ccccc1F,13,2,5,4,3,1,24,-3,-11
O=C(O)c1ccccc1C(=O)c1ccc2c(c1)N(Cc1cccc(F)c1)C(=O)CO2,8,0,93*,-1,4,9,14,-3,3
CCCn1c(-c2ccncc2)n[nH]c1=S,0,6,9,1,2,-1,-3,0,7
CC(=O)/C(=N/Nc1ccccc1)N1CCOCC1,-3,0,-4,-15,-10,-6,-16,-2,15
Cc1cccc(NC(=O)c2ccc(F)c(S(=O)(=O)NCc3ccco3)c2)c1,4,-1,-3,38,36,5,52*,-2,-4
CC(=O)NC1C(=O)N=C(SCc2ccccc2)NC1=O (stereo not drawn),-2,3,-3,-2,-3,-6,4,1,7
Cc1ccc(C(=O)NC2(C(F)(F)F)N=C3SCCN3C2=O)cc1 (stereo not drawn),1,-1,-7,-4,0,-1,-17,0,13
CCC1CSC(=Nc2ccc(C)cc2)N1C(=O)CN1C(=O)NC2(CCCC2)C1=O (stereo not drawn),1,-1,14,0,2,7,-1,-3,-2
O=C(Nc1nccs1)c1ccc(NC(=O)c2ccco2)cc1,-7,2,19,7,8,0,-9,-1,-25
C=CCOc1ccc2c(OC)c3ccoc3nc2c1OC,9,-1,-1,-16,-2,0,-12,-1,-273
COc1ccccc1-c1nc(C(F)(F)F)c(OC)o1,-2,2,-12,0,-6,-2,-12,-2,17
CC(C)(C)c1ccc(Cn2nc(CC(=O)O)c3ccccc3c2=O)cc1,-2,-1,-31,-6,-6,-4,-18,0,5

# More records.
SMILES,UBC13 polyUb,SENP1 inh,PfGluPho inh,SENP8 block-1,SENP7 inh,HKDC1 inhibitor,SENP6 block,MIN6 prolif,SENP8 block-2
O=C(Cc1ccc(Br)cc1)OCC(=O)N1CCc2ccccc2C1,1,3,5,-6,5,-14,-6,0,20
CN1CCN(S(=O)(=O)c2cccc(C(=O)Nc3ccc(Br)cc3Br)c2)CC1,3,-1,-4,-3,-9,-1,-17,-2,-4
CC(=O)c1cccc(NC(=O)c2ccc(N(C)S(=O)(=O)c3ccc(C)cc3)cc2)c1,-1,3,63*,-15,-12,3,-26,6,2
O=C(CC1SC(N2CCOCC2)=NC1=O)Nc1ccc(Cl)c(C(F)(F)F)c1 (stereo not drawn),9,0,-4,6,-3,-3,-13,-3,10
C/C(CC(=O)Nc1ccc([N+](=O)[O-])cc1)=N/NC(=O)C1C2CCCCC21 (stereo not drawn),-4,1,-14,-3,7,-11,-18,-2,21
COc1cc(/C=C/C(=O)O)ccc1OS(=O)(=O)c1cc(C)ccc1C,-6,1,-33,7,-2,-2,-6,-1,11
O=C(CC(c1ccccc1)c1ccccc1)NCCOCc1ccccc1,-6,1,-7,-7,-8,2,-9,-3,11
CCOC(=O)C1CCCN(C(=O)Cc2ccc(C)cc2)C1 (stereo not drawn),5,1,-11,2,4,-2,4,1,22
COc1ccc(OCC(=O)Nc2cc(S(=O)(=O)N3CCCCC3)ccc2OC)cc1,-7,-1,3,0,-2,-2,8,-3,-1
CC(C)Cn1c(Cc2ccccc2)n[nH]c1=S,3,-1,37,3,2,-14,9,-2,10

# A draw from above in order of number of heavy atoms, rising:
SMILES,UBC13 polyUb,SENP1 inh,PfGluPho inh,SENP8 block-1,SENP7 inh,HKDC1 inhibitor,SENP6 block,MIN6 prolif,SENP8 block-2
O=C(Cc1ccc(Br)cc1)OCC(=O)N1CCc2ccccc2C1,1,3,5,-6,5,-14,-6,0,20
O=C(CC1SC(N2CCOCC2)=NC1=O)Nc1ccc(Cl)c(C(F)(F)F)c1 (stereo not drawn),9,0,-4,6,-3,-3,-13,-3,10
CC(=O)c1cccc(NC(=O)c2ccc(N(C)S(=O)(=O)c3ccc(C)cc3)cc2)c1,-1,3,63*,-15,-12,3,-26,6,2

# Screening results (PubChem)
